SENP7 block: inhibitors of human SENP7 protease | inhibition, % at 5 µM | recombinant SENP7, Z-RLRGG-aminoluciferin luminescence, 40 min | Q9BQF6 | hit rate 1.5% among 330,000 | AID 434973;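 active means inhibition above about 50% at the single test dose, limit read from the data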;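 further: plate controls were DMSO with enzyme for no effect and no enzyme buffer wells for full effect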
Target sequence (Q9BQF6 706-1050 limits assumed): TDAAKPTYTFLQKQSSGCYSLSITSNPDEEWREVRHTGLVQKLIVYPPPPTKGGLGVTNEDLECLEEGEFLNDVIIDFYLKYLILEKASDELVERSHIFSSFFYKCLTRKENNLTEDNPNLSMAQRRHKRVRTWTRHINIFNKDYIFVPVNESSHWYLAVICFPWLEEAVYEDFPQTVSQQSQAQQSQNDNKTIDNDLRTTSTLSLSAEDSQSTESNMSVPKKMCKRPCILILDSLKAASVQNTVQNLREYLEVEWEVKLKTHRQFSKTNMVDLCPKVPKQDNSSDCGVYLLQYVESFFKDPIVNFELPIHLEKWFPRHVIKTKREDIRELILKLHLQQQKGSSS
SENP8 block-1: blocks the human protease SENP8; AID 2540; inhibition, % at 10 µM; hit rate 1.2% among 330,000; purified SENP8, Z-RLRGG-aminoluciferin cleavage, luminescence; Q96LD8; in the data active means inhibition above about 50%
Target sequence (Q96LD8 whole entry, looked up): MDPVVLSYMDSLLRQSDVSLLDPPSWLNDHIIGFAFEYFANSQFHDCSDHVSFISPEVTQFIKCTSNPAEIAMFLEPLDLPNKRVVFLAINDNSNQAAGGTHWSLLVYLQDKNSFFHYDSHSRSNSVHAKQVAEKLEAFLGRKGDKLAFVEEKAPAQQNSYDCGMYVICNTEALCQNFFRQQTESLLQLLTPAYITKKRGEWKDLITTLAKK
HKDC1 inh: HKDC1 (human) hexokinase inhibition; recombinant HKDC1, G6PDH/diaphorase resazurin coupled fluorescence; inhibition, % at 20 µM; hit rate 0.16% among 340,000;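 active means inhibition above about 35% when tested at 20 µM, limit read from the data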;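 further: plate controls were DMSO wells with enzyme for no effect and DMSO wells lacking enzyme for full effect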
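Test system: Recombinant HKDC1 (HK5) hexokinase enzyme, produced in-house | Input: HKDC1 at 5 µg/mL | Buffer or medium: Tris pH 8.0 buffer with MgCl2, Tween-20, BSA, BME | Schedule: 90 min reaction incubation at room temperature, dark | Technique: Resazurin-to-resorufin fluorescence via G6PDH and diaphorase coupling, 525/613 nm | Controls: DMSO wells with and without enzyme mix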
SENP1 FRET inh: inhibitors of human SENP1 SUMO protease catalytic domain. Q9P0U3. recombinant SENP1 catalytic domain, CyPet-SUMO1-YPet FRET cleavage. inhibition, % at 10 µM. hit rate 0.21% among 360,000;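 active means inhibition at least 30% at 10 µM, raw YFP signal under a set limit, fluorescence ratio 0.5 to 1.5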;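 further: 0% = enzyme with DMSO and 100% = no enzyme wells; some results filed as inactive read as strong as hits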
Target sequence (Q9P0U3 419-644 limits assumed): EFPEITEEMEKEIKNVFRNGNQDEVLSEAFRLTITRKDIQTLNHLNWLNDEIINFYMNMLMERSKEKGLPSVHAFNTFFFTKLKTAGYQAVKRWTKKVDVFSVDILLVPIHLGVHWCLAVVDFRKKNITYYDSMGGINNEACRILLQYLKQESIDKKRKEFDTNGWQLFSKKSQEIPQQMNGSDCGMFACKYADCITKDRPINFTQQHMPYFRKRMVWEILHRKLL
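Controls: no-enzyme wells low, DMSO-plus-enzyme wells high control. Test system: human recombinant His6-tagged SENP1 catalytic domain enzyme. Reagent: SFCypet-SUMO1-SFYpet FRET protein substrate, 25 nM final. Doses: one dose per compound, 10 µM, 0.5% DMSO. Detection: FRET, CFP and YFP emission. Timing: 50 min reaction at room temperature.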
Apaf-1 inh: blocks human Apaf-1 apoptosome activity. O14727. reconstituted apoptosome caspase-3 activity, DEVD-Rh110 fluorescence. inhibition, % at 20 µM. hit rate 0.71% among 330,000. AID 489030; active means inhibition of at least 40% at 20 µM;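 further: plate controls were DMSO wells for no effect and DEVD-CHO caspase inhibitor wells for full effect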
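System: reconstituted apoptosome with Apaf-1, cytochrome c, caspase-9, procaspase-3, dATP; Signal: Rh110 fluorescence intensity; Schedule: 30 min compound preincubation, 50 min activation, room temperature; Reagent: cytochrome c trigger plus (Z-DEVD)2-Rh110 caspase-3 substrate.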
SENP6 block: SENP6 protease inhibition. hit rate 1.8% among 330,000. Recombinant SENP6 catalytic domain, aminoluciferin luminescence. AID 2599. inhibition, % at 10 µM;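 active means inhibition above about 50% at the single tested dose, limit read from the data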;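 further: plate controls were DMSO wells with enzyme for no effect and DMSO wells lacking enzyme for full effect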
SENP8 block-2: inhibitors of human SENP8 protease. recombinant SENP8, Nedd8 substrate fluorescence. AID 602440. inhibition, % at 20 µM. hit rate 0.64% among 360,000; in the data active means inhibition mostly above about 40%, no sharp cut-off; inactive means mostly below about 27%
PfG6PD inh: PfG6PD (Plasmodium falciparum) enzyme inhibition; PfGluPho enzyme, NADPH resazurin-diaphorase fluorescence; inhibition, % at 20 µM; hit rate 0.78% among 350,000; AID 504690;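 active means inhibition reaching at least a set limit at 20 µM in the primary screen, cut at about 59% in these data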;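 further: 0% = DMSO wells with substrate and 100% = DMSO wells lacking glucose-6-phosphate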
The depositor's hits bear a star; i = inactive; . = not tested or not shown; & = joins results of further samples.

SMILES | SENP7 block | SENP8 block-1 | HKDC1 inh | SENP1 FRET inh | Apaf-1 inh | SENP6 block | SENP8 block-2 | PfG6PD inh
CCOC(=O)CC(C#N)c1c[nH]c2ccccc12 (configuration not stated) | 1 | -3 | 0 | 0 | 1 | -2 | -3 | -9
c1ccc(C2=NNC(c3ccccn3)=NN2)nc1 | 30 | 74* | 9 | -30 | -2 | 78* | 25 | 30
Cc1cccc(NC(=S)NCc2ccco2)n1 | 1 | 3 | -4 | 2 | -17 | 14 | 8 | 25
Cc1ccc2c(c1)c1c(n2C)-c2[nH]ncc2CC1 | -2 | -19 | 4 | -2 | 22 | -28 | -104 | 16
CCOC(=O)N1CCC(=NNC(=O)c2ccccc2F)CC1 | . | . | -7 | -2 | . | . | 30 | 5
C=C1CCN([C@H](C(=O)NCc2ccc(Cl)cc2)C(C)C)S(=O)(=O)c2ccccc21 | 6 | 0 | 0 | -2 | 13 | -1 | 18 | 6
COc1ccc(NC(=O)CC2C(=O)N(C)C(=S)N2Cc2cccs2)cc1 (configuration not stated) | -3 | -12 | 5 | 3 | -14 | -7 | 9 | 3
COc1cccc(/C=C/C(=C2/C(=O)N(c3ccccc3)N=C2C)c2ccc(C)cc2)c1OC | 10 | -6 | -3 | 2 | 23 | -8 | 19 | 4
O=S(=O)(NCc1ccc(Cl)cc1)NCc1ccc(Cl)cc1 | 7 | 0 | -2 | 3 | -1 | -6 | 18 | -6
CCN(CC)C(=O)Cn1cc(C(=O)C(=O)NCCCN2CCOCC2)c2ccccc21 | 7 | 4 | -5 | 0 | -8 | -8 | 12 | 3
CCn1c(=O)c(C(=O)CC#N)c(N)n(Cc2ccccc2)c1=O | 2 | -4 | -4 | -7 | 3 | -14 | 8 | -11
COc1ccccc1C(=O)NCCC(=O)Nc1ncccc1O | 14 | -1 | 10 | 0 | -14 | -7 | 10 | 2
Cc1ccccc1OCc1nnc(SCC(=O)Nc2c(C)n(C)n(-c3ccccc3)c2=O)n1-c1ccccc1 | 0 | -5 | 6 | 2 | 1 | -7 | 16 | -14
CC(C)N1CSC(=S)N(Cc2ccccc2)C1 | 1 | 2 | 0 | -1 | 5 | 10 | 7 | -6
C=CCn1c(Cc2cccs2)nnc1SCC(=O)Nc1ccc(C(=O)OCC)cc1 | -4 | -5 | -3 | -1 | 12 | -10 | 25 | 8
COc1ccc(C[C@@H]2CN3C(=NC[C@@H]3C)N2C[C@H](C)NC(=O)c2ccc(C)c(Br)c2)cc1 | 4 | -2 | -5 | -1 | 20 | -4 | 12 | 4
COc1ccccc1N=C1SC(C)CN1C(=O)C1CCC1 (configuration not stated) | 5 | -2 | . | . | 3 | 4 | . | .
COc1ccc(NC(=O)CN(C)C(=O)CNC(=O)c2ccc(C)s2)cc1 | -10 | -11 | -4 | 1 | 1 | -15 | 6 | 4
CCOC(=O)CSc1nc2ccccc2n2c(C)nnc12 | 6 | 4 | 8 | -5 | 4 | -15 | 12 | 12
CC(C)[C@H](NC(=O)c1ccco1)C(=O)NC12CC3CC(CC(C3)C1)C2 | -4 | 1 | -4 | 2 | 5 | 0 | 3 | -6
O=C(COC(=O)c1cc([N+](=O)[O-])ccc1N1CCOCC1)NCc1ccc(F)cc1 | -13 | -9 | 1 | 0 | 4 | -2 | 12 | 9
O=C(CC(=O)NC1CCCCC1)N/N=C/c1ccccc1Cl | 6 | 7 | 0 | 1 | -1 | 7 | 6 | -5
COc1ccc2c(=O)c3ccccc3oc2c1 | 26 | 25 | 3 | -2 | -2 | 29 | 20 | 5
COCc1cc(N2CCCCC2)nc(-c2ccccc2)n1 | 7 | 2 | -4 | -1 | 8 | -1 | -26 | 2
Nc1nccc(SCc2ccc(Cl)cc2Cl)n1 | . | . | -5 | -2 | . | . | 7 | 13
COCCNC(=O)CN(C(=O)Cn1nnc2ccccc21)c1ccc(C)c(F)c1 | 1 | -4 | -2 | 1 | 1 | 8 | 37 | -14
Cc1ccc(-c2nnn(CC(=O)N(CCN3CCOCC3)C(C(=O)NC(C)(C)C)c3ccc(C)o3)n2)cc1 (configuration not stated) | -8 | -8 | -5 | 2 | -1 | -24 | 26 | -7
CCOC(=O)CNC(=O)c1ccc2[nH]c3ccccc3c2c1 | 9 | -2 | -6 | -2 | -1 | 1 | -269 | 7
Cn1c(=O)n(CCc2ccccc2)c2ccccc21 | -9 | -13 | -4 | 0 | 6 | -9 | 11 | 9
Cc1c(C=O)c2ccccc2n1CC(=O)NC(C)c1ccccc1 (configuration not stated) | -8 | 0 | 17 | -1 | -32 | -22 | 12 | 1
O=c1oc(/C=C/c2ccccc2)nc2sc3c(c12)CCC3 | 5 | 21 | -3 | -22 | 11 | 65* | 22 | 25
CN(C)C(CNc1ccc([N+](=O)[O-])cc1C#N)c1ccccc1 (configuration not stated) | 4 | 6 | -5 | 1 | -3 | 3 | 4 | 6
Cc1c(Cl)cccc1NC(=O)Cn1c(-c2ccc(F)cc2)noc1=O | 4 | 7 | -2 | -1 | -5 | 4 | 14 | -18
O=C(COC(=O)c1cccnc1Cl)NCC1CCCO1 (configuration not stated) | 2 | 3 | -1 | 0 | -14 | 12 | 7 | 1
Cc1cc(C)cc(NC(=O)CN2CCN(CCN=CC3=C(O)CC(C)(C)CC3=O)CC2)c1 | -3 | -10 | -7 | -2 | 2 | 8 | 10 | -4
CC(C)NC(=O)N(C)C[C@@H]1Oc2c(NS(=O)(=O)c3ccccc3)cccc2C(=O)N([C@@H](C)CO)C[C@@H]1C | 2 | -1 | 7 | 1 | 7 | -14 | 13 | 1
Cc1cc(/C=C2\SC(=O)N(C)C2=O)c(C)n1-c1cccc(C(=O)O)c1 | 7 | 3 | 3 | -10 | 1 | -2 | -12 | -14
COc1ccccc1CC(=O)NNS(=O)(=O)c1ccccc1[N+](=O)[O-] | -9 | -5 | 18 | 0 | -7 | 5 | 7 | -4
CCOC(=O)N1CCN(S(=O)(=O)c2ccc(C(=O)Nc3nc4ccccc4s3)cc2)CC1 | -1 | 10 | 0 | 2 | -14 | -12 | -267 | -5
COc1ccc(N/C=C/C(=C(C#N)C#N)N(C)C)cc1 | 0 | -1 | -4 | 0 | -8 | 11 | -6 | -3
CC(OC(=O)c1ccc(-c2ccc(O)cc2)cc1)C(=O)NC1CCCCC1C (configuration not stated) | 12 | -11 | -3 | -1 | 3 | -21 | i | 3
N#C/C(=C\c1ccc(O)c(Br)c1)C(=O)N1CCCCC1 | 13 | -1 | -3 | -150 | -4 | 7 | -22 | -11
COc1ccc(-c2nc3cnccn3c2Nc2ccc3c(c2)OCO3)cc1 | -1 | 5 | 6 | -19 | 11 | 0 | -178 | 37
CNC(=S)N/N=C/c1ccccc1OCC(=O)O | -2 | -7 | -4 | 2 | -13 | 2 | 16 | 5
COC(=O)c1ccc(NCC(=O)c2ccccc2)cc1 | 86* | 92* | -8 | 4 | 1 | 96* | 22 | -141
Cc1ccc(NC(=O)NCc2cccnc2)cc1 | 17 | -7 | -1 | -2 | -5 | 3 | 10 | 2
C/C(=N\NC(=O)c1cc(-c2ccncc2)nc2ccccc12)c1ccc(N2CCOCC2)cc1 | 15 | 1 | -6 | 3 | -5 | -8 | -5 | -12
Cc1nn(CC(=O)Nc2ccccn2)c(C)c1[N+](=O)[O-] | -11 | -3 | 0 | 1 | 5 | -49 | 11 | 0
O=C(NC1CCCCC1)C(c1ccc(Cl)cc1)N(C(=O)c1ccccn1)c1cccnc1 (configuration not stated) | -5 | 1 | . | . | -5 | -9 | . | .
Cc1ccc(S(=O)(=O)N2[C@@H](c3ccccc3)C(C(=O)O)=CC[C@H]2c2ccc3c(c2)OCO3)cc1 | 5 | 13 | 0 | -1 | 9 | 0 | -7 | -15
O=C(NCc1ccccc1Cl)C1CCN(S(=O)(=O)c2ccc(-n3cnnn3)cc2)CC1 | -6 | -1 | -6 | 1 | 6 | -4 | 11 | -6
CCOCC(=O)Nc1ccc(S(=O)(=O)Nc2ncccn2)cc1 | -1 | 4 | -7 | 1 | -3 | -13 | 19 | 8
Cc1ccccc1N1C(=O)C(Oc2ccc(Cl)cc2)C1CNCCCOC(C)C (configuration not stated) | 2 | -2 | 20 | 1 | 26 | -19 | 20 | -18
CCOc1c2ccccc2nn1CCO | -1 | 4 | 3 | 2 | -2 | -1 | -28 | -5
O=C(Cc1cccs1)Nc1nnc(SCc2cccc3ccccc23)s1 | 0 | -12 | 0 | -8 | 0 | -10 | 7 | -38
COC(=O)c1ccc(S(=O)(=O)N2CCCCC2)o1 | 6 | 6 | 2 | 2 | -6 | -4 | 9 | -4
Cc1ccc(S(=O)(=O)N2CC=C(N)N2)cc1 | . | . | -10 | 2 | . | . | 8 | 7
OC1C(O)C(O)C(O)C(O)C1O (configuration not stated) | 10&-10 | 4&-10 | -4&0&-2 | 1&1&-1 | 3&6 | 7&-16 | 23&7&14 | 5&-7&2
Cc1ccc(-n2c(C)cc(=O)cc2C)cc1[N+](=O)[O-] | 6 | 4 | -3 | 1 | -2 | -10 | 5 | 10

Assay outcomes deposited in PubChem by Sanford-Burnham Center for Chemical Genomics.
